Assay outcomes as filed in PubChem.
mIAP activ – increases mouse intestinal alkaline phosphatase activity; muIAP, CDP-Star luminescence, 30 min; stronger effect = higher value; 1 = vehicle-only enzyme signal, 0 = enzyme-free wells; activation factor at 10 µM; 0.24% of 330,000 active; AID 2805;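 active means activation factor of at least 2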; further: the source names both 10 and 20 µM as test concentration; values of inactives mirror those of a sister screen read the other way
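also added = chemiluminescent substrate CDP-Star | test system = mouse IAP enzyme | signal = chemiluminescence readout | compound = DMSO-dissolved test compounds | incubation = 30 min at room temperature | benchmarks = DMSO wells, no-enzyme wells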
mIAP inh – mouse IAP inhibition. inhibition, % at 10 µM. AID 2806. 0.2% of 330,000 active. purified mouse IAP, CDP-Star luminescence, 30 min;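 active means inhibition of at least 40% at 10 µM in the primary screen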;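 further: plate controls were DMSO with enzyme for no effect and no enzyme wells for full effect; values of inactives mirror those of a sister screen read the other way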
APOBEC3A inh – human APOBEC3A DNA deaminase inhibition; AID 493011; inhibition, % at 20 µM; recombinant A3A, FAM/TAMRA ssDNA deamination fluorescence; 0.41% of 330,000 active; P31941;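 active means at least 40% inhibition at 20 µM here, with at most 30% in a related deaminase screen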;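 further: plate controls were A3A with DMSO for no effect and wells lacking A3A enzyme for full effect; some results filed as inactive read as strong as hits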
Target sequence (P31941 whole entry, looked up): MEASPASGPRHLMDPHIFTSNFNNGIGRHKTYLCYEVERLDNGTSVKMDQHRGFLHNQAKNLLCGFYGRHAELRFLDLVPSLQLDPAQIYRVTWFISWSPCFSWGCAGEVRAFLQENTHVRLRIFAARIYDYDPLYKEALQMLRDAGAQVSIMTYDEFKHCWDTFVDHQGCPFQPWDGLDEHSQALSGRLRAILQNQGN
hIAP inh – blocks human intestinal alkaline phosphatase | purified IAP, CDP-Star luminescence, 30 min | inhibition, % at 10 µM | 0.12% of 330,000 active | AID 2544;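 active means inhibition reaching a set limit with compound at 10 µM in the primary screen, cut at about 35% in these data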;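 further: plate controls were DMSO wells with enzyme for no effect and no-enzyme buffer wells for full effect; values of inactives mirror those of a sister screen read the other way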
Target sequence (P09923 whole entry, looked up): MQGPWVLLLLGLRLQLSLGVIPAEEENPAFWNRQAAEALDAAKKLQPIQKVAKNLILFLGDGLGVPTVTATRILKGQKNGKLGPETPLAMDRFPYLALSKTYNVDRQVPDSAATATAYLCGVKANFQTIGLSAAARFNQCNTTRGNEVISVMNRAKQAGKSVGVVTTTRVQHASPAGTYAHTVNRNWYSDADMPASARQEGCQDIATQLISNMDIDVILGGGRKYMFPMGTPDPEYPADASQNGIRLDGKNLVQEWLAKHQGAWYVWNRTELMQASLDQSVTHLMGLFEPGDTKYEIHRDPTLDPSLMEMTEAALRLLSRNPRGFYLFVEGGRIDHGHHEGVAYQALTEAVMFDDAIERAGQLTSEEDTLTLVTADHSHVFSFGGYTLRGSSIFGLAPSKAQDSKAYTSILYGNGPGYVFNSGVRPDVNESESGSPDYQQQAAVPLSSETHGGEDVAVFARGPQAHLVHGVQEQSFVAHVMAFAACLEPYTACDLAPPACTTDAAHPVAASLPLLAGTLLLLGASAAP
tim10-1 inh – tim10-1 yeast growth inhibition | S. cerevisiae tim10-1 ts strain growth, BacTiter-Glo, 24 h | AID 463190 | 2.2% of 330,000 active | inhibition, % at 20 µM;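 active means inhibition of at least 40%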;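 further: mutant grown at 25 °C; 0% = DMSO wells with yeast and 100% = wells holding no yeast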
TIM10 inh – inhibits growth of TIM10 yeast strain; 1.4% of 330,000 active; S. cerevisiae TIM10 strain growth, BacTiter-Glo luminescence, 24 h; inhibition, % at 10 µM; AID 463195;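 active means inhibition of 40% or more at the single tested concentration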;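 further: wild-type TIM10 isogenic control strain grown at permissive 25 °C; 0% = DMSO yeast wells and 100% = minimal medium wells without yeast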
beta cell repl – MIN6 beta-cell proliferation induction. MIN6 cells proliferation, ATPlite luminescence, 48 h; cells starved in 0.2% serum; 100% = growth in 10% serum. proliferation, % at 10 µM. AID 2380. 0.29% of 330,000 active;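 active means compounds whose signal lies at least 3.5 SD above the mean of all wells on their plate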;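 further: 0% = DMSO-treated cells in low-serum medium and 100% = 10% serum control; some compounds called inactive have numbers as strong as hits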
NALP3 yeast inh – inhibitors of NALP3 inflammasome in yeast. Yeast reconstituted NLRP3/ASC/caspase-1, beta-gal luminescence, 24 h. inhibition, % at 10 µM. 0.39% of 330,000 active. AID 2825;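 active means inhibition of 50% or more; inactive means inhibition below 50%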;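 further: plate controls were induced DMSO wells for no effect and uninduced yeast grown without galactose for full effect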
APOBEC3G inh – inhibitors of human APOBEC3G DNA deaminase. Q9HC16. recombinant A3G, ssDNA deamination FAM/TAMRA fluorescence. inhibition, % at 20 µM. 0.28% of 330,000 active. AID 493012;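 active means inhibition of at least 40% at 20 µM, with no more than 30% in the related APOBEC3A deaminase screen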;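 further: plate controls were DMSO wells with A3G for no effect and wells lacking A3G enzyme for full effect; some compounds called inactive have numbers as strong as hits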
Target sequence (Q9HC16 whole entry, looked up): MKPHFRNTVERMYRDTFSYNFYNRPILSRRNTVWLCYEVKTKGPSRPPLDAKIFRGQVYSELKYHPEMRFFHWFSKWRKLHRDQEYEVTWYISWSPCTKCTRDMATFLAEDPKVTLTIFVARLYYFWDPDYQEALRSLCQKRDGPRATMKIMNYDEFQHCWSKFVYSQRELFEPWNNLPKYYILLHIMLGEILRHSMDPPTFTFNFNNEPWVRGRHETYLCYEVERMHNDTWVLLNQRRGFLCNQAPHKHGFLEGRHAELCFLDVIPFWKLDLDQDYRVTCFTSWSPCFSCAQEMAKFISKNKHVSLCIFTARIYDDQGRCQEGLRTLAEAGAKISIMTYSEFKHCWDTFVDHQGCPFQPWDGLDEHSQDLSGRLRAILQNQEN
Numbers without * were called inactive.

SMILES	mIAP activ	mIAP inh	APOBEC3A inh	hIAP inh	tim10-1 inh	TIM10 inh	beta cell repl	NALP3 yeast inh	APOBEC3G inh
CC(CC(=O)NCc1ccccc1)C1CCCO1 (stereo not drawn)	1	-4	-1	-11	11	-9	-3	3	-7
CCOC(=O)C1=C(N)OC2=C(C(=O)CCC2)C1c1ccccc1OCC (stereo not drawn)	1	-4	-5	-1	38	7	1	-4	-9
Cn1ncc(Cl)c1C(=O)N/N=C/c1cccc(OC2CSC2)c1	1	0	-6	3	37	7	0	4	-5
Cc1ccc(NC(=O)CN2C(=O)C3CC=C(Cl)CC3C2=O)cc1 (stereo not drawn)	0.98	2	1	7	1	1	-1	-11	-9
COc1cc(OC)nc(Oc2cccc(C(F)(F)F)c2)n1	1	-4	4	3	-7	5	-3	-25	2
COc1ccccc1NC(=O)COc1ccc(-c2nn(C)c(=O)c3ccccc23)cc1	0.95	5	-4	10	12	23	-7	19	-8
Nc1nc(-c2ccc3c(c2)OCCO3)c(CC(=O)O)s1	0.93	7	1	-6	-19	-3	-2	15	5
O=C(c1ccc(F)cc1)N1CCC(C(=O)N2CCN(c3ncccn3)CC2)CC1	1	0	4	-10	5	4	2	11	15
COc1ccccc1N1CCN(C2CC(=O)N(c3ccc(F)cc3)C2=O)CC1 (stereo not drawn)	1.1	-7	1	-1	3	6	-3	2	-3
CN1CCN(c2ccccc2NC(=O)c2ccc(-c3ccc(Br)cc3)o2)CC1	0.98	2	0	-20	56*	20	-7	42	-9
O=C1C(C=Nc2ccccc2)=C(O)c2ccccc21	1.1	-8	3	0	19	6	-3	38	2
CCC1(c2ccccc2)NC(=O)N(CC(=O)Nc2ccc3c(c2)OCO3)C1=O (stereo not drawn)	1.1	-12	4	12	0	5	-3	7	0
C#CCOCCOCCOCCNc1nc(N2CCN(C(=O)Cn3cc(CCCCN)nn3)CC2)nc(N2CCN(C(=O)[C@H]([C@@H](C)CC)n3cc(CCCN=C(N)N)nn3)CC2)n1	1.1	-14	5	11	-11	12	-4	27	1
C/C(CCc1ccccc1)=N\NC(=O)c1ccccc1	1	-4	3	17	0	-2	0	7	1
CCN1CCN(C(=O)c2cc(S(=O)(=O)Nc3ccc(S(C)(=O)=O)cc3)ccc2Cl)CC1	0.95	5	-1	0	3	12	2	3	-5
Cc1ncc(CN2CCN(C(C)C)C(CCO)C2)s1 (stereo not drawn)	0.97	3	-1	-2	10	9	-3	-3	-2
COCCN1Cc2cccc(C(=O)Nc3cc(OC)ccc3OC)c2C1=O	1	-3	3	3	30	-3	-1	15	1
CC(C)C(=O)OCC(=O)Nc1ccc2c(c1)CCC2	0.96	4	1	-2	2	-13	-1	14	-3
Cc1cccc(OCC(=O)Nc2cccc(O)c2)c1	1.1	-7	7	-117	-3	18	0	14	1
FC(F)(F)c1cccc(-n2cccc2/C=N/n2cnnc2)c1	0.99	1	37	11	21	2	-5	-12	10
NNC(=O)c1cccc(Cn2cc(Br)c([N+](=O)[O-])n2)c1	0.92	8	-3	2	18	9	0	20	-4
COC(=O)C(Nc1ccccc1Cl)(c1cc(C)c(O)c(C)c1)C(F)(F)F (stereo not drawn)	0.99	1	-2	6	6	8	-6	-4	-5
C=CCOc1ccc(C2NC(=S)NC3=C2CCc2ccccc23)cc1 (stereo not drawn)	0.88	12	-6	11	36	31	-4	23	-15
Oc1ccccc1C1=Nc2ccccc2N=C(c2cccs2)C1	0.87	13	2	9	26	22	-6	11	-4
CCOc1nc(Nc2ccc(OC)cc2)nc(N2CCOCC2)n1	0.96	4	5	-11	-3	-5	-3	21	0
Cc1ccc(CC(=O)N(C)CC(=O)Nc2ccc(N3CCOCC3)cc2)cc1C	1	-2	4	-5	15	-2	4	14	-2
CCOc1ncccc1C(=O)OCC(=O)Nc1ccc(C(C)C)cc1	0.96	4	-1	10	9	-5	-1	17	-2
Cc1ccc(C(=O)N/C(=C\c2ccco2)C(=O)NCCCn2ccnc2)cc1C	1.1	-6	0	86*	-15	-7	0	28	-4
Cc1onc(C(=O)N2CCC(Cc3ccccc3)CC2)c1[N+](=O)[O-]	0.99	1	1	-4	6	4	-3	18	11
CCC(Sc1nc2ncccc2[nH]1)C(=O)NCCc1ccccc1 (stereo not drawn)	0.84	16	-7	8	2	-7	-1	12	-11
O=[N+]([O-])c1ccc(N2CCCCC2)nc1N1CCCCC1	0.79	21	1	2	23	8	0	34	-1
CC(C)CC(c1nnnn1C1CCCCC1)N1CCN(c2ncccn2)CC1 (stereo not drawn)	1	-2	-2	6	15	22	-2	3	-6
Cc1cc(C)c(NC(=O)CCCN2CCCC2)c(C)c1	1	-3	-3	-13	-40	5	-1	4	-10
Cc1ccc(S(=O)(=O)N(C)c2ccc(OC(=O)c3cccs3)cc2)cc1	0.96	4	1	-13	-22	-21	-6	34	9
O=C(CNCc1ccccc1)Nc1cccc(Cl)c1Cl	0.97	3	-3	-12	15	7	-3	26	-6
O=C(Cn1c(C(F)(F)F)nc2ccccc21)NCCN1CCCC1	1	0	9	-5	-1	-6	-3	15	2
O=S(=O)(c1cccc2nsnc12)N1CCN(C/C=C\c2ccccc2)CC1	0.95	4	-5	1	17	17	-4	-21	-6
Cc1ccnc(NS(=O)(=O)c2ccc(NC(=O)c3oc4ccc(F)cc4c3C)cc2)n1	0.88	12	-3	-8	1	1	-3	24	-4
CCCCn1c(N)c(N(CC(C)C)C(=O)c2ccc([N+](=O)[O-])o2)c(=O)[nH]c1=O	1.1	-15	4	-4	7	8	-4	-9	-4
COCCN(C)Cc1nc(C(c2ccccc2)c2ccccc2)no1	1	0	-5	6	-14	-7	1	13	-1
O=C(CN1C(=O)NC2(CCOc3ccccc32)C1=O)Nc1ccc2c(c1)OCCO2 (stereo not drawn)	0.8	20	3	-9	-2	-6	-2	19	2
CC(=O)n1cc([C@H]2C=C(C(=O)Nc3ccccc3)O[C@@H](OCCCCO)C2)c2ccccc21	1	-2	0	-7	1	0	0	25	-8
COc1ccccc1NC(=O)c1cc(OC)c(OC)cc1[N+](=O)[O-]	1	0	-3	2	-4	-8	-1	4	-12
CC(=O)c1c(C)[nH]c(C(=O)OCC(=O)NCC(C)C)c1C	1.1	-9	-2	-10	11	-13	1	2	-4
O=C(C1CCN(S(=O)(=O)c2cccnc2)CC1)N1CCN(c2ccc(Cl)cc2)CC1	1	0	-3	-16	2	-21	-3	-4	-7
OC1(c2ccc(F)cc2)CCN(Cc2cccnc2)CC1	1	-1	-3	19	-25	-24	1	11	-4
O=C1CC(NCc2ccccc2)C(=O)N1c1ccc(F)cc1 (stereo not drawn)	0.97	3	-1	0	7	-9	1	0	-4
COc1cc(/C=N\NC(=O)Cn2nnc3ccccc32)cc(OC)c1OC	1.1	-14	-2	-10	4	-3	-1	6	-4
Cc1cc(C=C2C(=O)c3ccccc3C2=O)c(C)n1-c1ccc(C(=O)O)cc1	0.82	18	21	25	14	4	3	21	5
Cc1nn(-c2ccccc2)c(C)c1NC(=O)c1ccc(S(=O)(=O)N2CCCC2)cc1	0.96	4	-4	5	9	10	-3	-5	-5
N#C/C(=C\c1c[nH]c2ccccc12)C(=O)NC1CC1	0.99	1	-5	0	0	16	-2	11	-1
COc1ccc(C(=O)NCc2ccon2)cc1OC1CCN(C(C)C)CC1	0.94	6	0	0	2	14	-4	9	6
Cc1noc(C)c1S(=O)(=O)Nc1ccc(C(=O)N2CCCCC2)cc1	0.96	4	-5	-6	0	-2	-3	1	-9
Cc1ccc(S(=O)(=O)NC(C(=O)Oc2ccc3c(C)c(Cl)c(=O)oc3c2)c2ccccc2)cc1 (stereo not drawn)	1.2	-15	1	-14	24	5	2	0	0
COCCNC(=O)CN1CCC(NC(=O)Nc2ccc(C(F)(F)F)cc2)CC1	1.2	-17	-3	10	7	-2	-1	3	-8
CC(C)NC(=O)C(Sc1ccccc1)c1ccccc1 (stereo not drawn)	0.92	8	3	-5	24	21	-2	4	0
Cc1[nH]c2c([N+](=O)[O-])cccc2c1C	0.95	4	-6	17	-11	5	-4	-18	-5
CCN1CCN(C(=O)c2nn(-c3ccc(OC)cc3)c(=O)c3c2c2ccccc2n3C)CC1	1.1	-6	0	-2	22	0	1	3	-1
Cc1ccc(-c2c(CC(=O)O)c(C)nc3sc4c(c23)CCCC4)cc1	0.98	2	-1	11	14	20	0	14	18
CCc1ccc(OCc2nnc(SCC(=O)NCc3ccco3)o2)cc1	1	-4	-4	-8	27	-7	1	-1	-4

Whole records as entered above:
Cc1ccc(-c2c(CC(=O)O)c(C)nc3sc4c(c23)CCCC4)cc1 is listed as mIAP activ: 0.98; mIAP inh: 2; APOBEC3A inh: -1; hIAP inh: 11; tim10-1 inh: 14; TIM10 inh: 20; beta cell repl: 0; NALP3 yeast inh: 14; APOBEC3G inh: 18
CC(C)NC(=O)C(Sc1ccccc1)c1ccccc1 (stereo not drawn) is listed as mIAP activ: 0.92; mIAP inh: 8; APOBEC3A inh: 3; hIAP inh: -5; tim10-1 inh: 24; TIM10 inh: 21; beta cell repl: -2; NALP3 yeast inh: 4; APOBEC3G inh: 0
CCc1ccc(OCc2nnc(SCC(=O)NCc3ccco3)o2)cc1 is listed as mIAP activ: 1; mIAP inh: -4; APOBEC3A inh: -4; hIAP inh: -8; tim10-1 inh: 27; TIM10 inh: -7; beta cell repl: 1; NALP3 yeast inh: -1; APOBEC3G inh: -4

The listing continues.
SMILES	mIAP activ	mIAP inh	APOBEC3A inh	hIAP inh	tim10-1 inh	TIM10 inh	beta cell repl	NALP3 yeast inh	APOBEC3G inh
Cc1ccccc1N1CCN(C2CCCN(C(=O)c3cc[n+]([O-])cc3)C2)CC1 (stereo not drawn)	1.1	-5	-3	-12	-4	-4	1	10	-4
C/C(=C\C#N)n1nc(C)cc1N	1.1	-13	-1	-14	-9	-2	0	6	-6
COc1ccccc1CCNC(=O)Nc1cccc([N+](=O)[O-])c1	1	-2	2	14	0	3	-1	8	3
CCOc1ccc(C2C(C#N)=C(N)SC(N)=C2C#N)cc1OCC	1	-1	-6	7	23	9	0	-1	19
O=C(COC(=O)Cc1ccsc1)Nc1ccccc1	1.1	-6	3	-13	3	-22	-1	14	-1
CC(C)(C)c1ccc(-c2cc(-c3ccccc3O)[nH]n2)cc1	1	-2	0	-64	49*	41*	-5	14	20
COc1ccccc1C(=O)NCCC(=O)NCCc1ccccc1	1	-2	-2	2	6	1	0	-2	-4
COC(=O)Cc1ccc(NC(=S)NCc2ccccc2OC)cc1	1	-4	-5	-12	20	11	-3	18	-6
Cc1cc(/C=C2/SC(=O)N(CC(=O)N3CCCC3)C2=O)ccc1N1CCOCC1	0.94	6	5	11	3	-1	-3	17	2
CCOC(=O)C1CCCN(C(=O)c2ccc3c(c2)N(Cc2ccccc2)C(=O)c2ccccc2S3=O)C1 (stereo not drawn)	0.98	2	-5	-16	-3	19	-3	18	-9
Cc1ccc(NC(=S)NNC(=S)Nc2cccc(C(F)(F)F)c2)cc1	1	-1	3	-40	29	53*	-6	19	-7
NC(=O)COC(=O)c1sc2ccccc2c1Cl	0.94	6	4	8	-5	-2	0	20	-4
CCN(CC(=O)Nc1c(F)cccc1F)C(=O)c1ccc(Cl)c(S(=O)(=O)N2CCCCC2)c1	1.1	-14	3	-16	17	-2	-3	10	1
COc1cccc(-c2csc(N3CCN(C(=S)Nc4ccccc4Cl)CC3)n2)c1	1.3	-26	-3	-3	44*	29	-3	23	-6
O=C(COC(=O)c1cc[n+]([O-])cc1)Nc1ccc(Cl)cc1[N+](=O)[O-]	1.1	-9	-2	1	8	5	-1	19	-8
CCOC(=O)c1ccc(NC(=O)CSc2nccn2C)cc1	0.88	12	-3	15	12	18	-1	19	-3
